# HIF act: HIF pathway transcriptional activation; U2OS HRE-luciferase reporter, luminescence; normalized: DMSO 0%, desferrioxamine 100%; activation, % at 7.5 µM (by protocol); hit rate 0.32% among 300,000; AID 1910;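 active = mean activation of at least 10% of the iron chelator positive control signal, with at least half of replicates also reaching 10%; inconclusive = mean and replicate majority disagree about reaching 10%; inactive = mean and most replicates under 10%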
# HDAC3 inhib: blocks human histone deacetylase 3; hit rate 0.15% among 320,000; recombinant HDAC3, fluorogenic peptide/trypsin coupled, fluorescence; inhibition, % at 8.3 µM; AID 2718; O15379; in the data active = inhibition above about 26%, passing the limit was not always enough; inconclusive = no clear call, values can overlap the other calls
# Target sequence (O15379 whole entry, looked up): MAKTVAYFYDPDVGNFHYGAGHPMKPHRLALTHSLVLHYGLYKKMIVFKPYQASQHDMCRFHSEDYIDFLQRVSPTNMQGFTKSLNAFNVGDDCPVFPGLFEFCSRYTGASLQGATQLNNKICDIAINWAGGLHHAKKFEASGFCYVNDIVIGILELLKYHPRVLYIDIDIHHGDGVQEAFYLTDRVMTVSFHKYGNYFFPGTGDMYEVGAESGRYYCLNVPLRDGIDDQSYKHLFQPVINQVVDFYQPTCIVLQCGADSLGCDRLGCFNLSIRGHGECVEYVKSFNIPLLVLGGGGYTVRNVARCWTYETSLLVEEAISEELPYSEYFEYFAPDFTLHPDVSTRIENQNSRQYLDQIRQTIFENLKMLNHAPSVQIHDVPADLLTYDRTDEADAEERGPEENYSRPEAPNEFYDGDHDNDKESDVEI
# KLF5 inhibitor: suppresses KLF5 promoter-driven expression; DLD-1 KLF5 promoter-luciferase reporter, luminescence; inhibition, % at 5 µM; hit rate 0.23% among 290,000; AID 1700;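 active = inhibition above a per-plate limit of that plate's mean compound inhibition plus 3 SD, cut at about 60% in these data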;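 note: 0% = DMSO wells and 100% = LY294002 at 200 µM; higher means less KLF5 promoter-driven luciferase light; inactives centre near -14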
# HSF1 activator: increases HSF-1 driven luciferase reporter signal | hit rate 1.7% among 300,000 | activation, % at 9 µM | NIH3T3-HGL HSF-1 luciferase reporter, MG132, 8 h; 100% = twice DMSO control signal | AID 504408;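 active = mean replicate activation of at least 50% with a set share of replicates each reaching 50%; inconclusive = only one of those two conditions met; inactive = mean below 50% and too few replicates reaching it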;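 note: 0% = median of the neutral control wells and 100% = twice that signal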
# HSP90 inh: inhibitors of HSP90 luciferase refolding in rabbit reticulocyte lysate; AID 1789; hit rate 0.91% among 290,000; inhibition, % at 5.6 µM; luciferase refolding luminescence, 3 h;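 active = inhibition above the screen-wide mean plus 3 SD, computed separately per campaign, cut at about 16% in these data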;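 note: 0% = DMSO wells and 100% = 60 µM geldanamycin wells; inhibitors lower the luminescence because luciferase stays unfolded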
# aSyn UTR inh: 5' untranslated region of α-synuclein, MLPCN primary screen. alpha-synuclein 5'UTR reporter, inhibitor activity. inhibition, % (tested at 7.5 µM). hit rate 0.82% among 300,000. AID 1813; in the data active = inhibition above about 60%; inconclusive = no clear call, values can overlap the other calls;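 note: H4 neuroglioblastoma cells stably carrying SNCA 5'UTR luciferase fusion; 0% = DMSO wells and 100% = positive control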
# HSF1 inhib: HSF1 inhibition; NIH3T3-HGL HSE-luciferase, MG132-induced, luminescence 8 h; stronger effect = lower value; hit rate 0.77% among 300,000; activity change, negative = inhibition, % at 7.5 µM (by protocol);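 active = more than half of replicate wells show activity change below -50%, luminescence cut by over half; inconclusive = some wells, but at most half, below -50%; inactive = no replicate well below -50%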;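 note: luciferase reports HSF-1 transcriptional activity via heat shock element; 0% = median of DMSO wells and -100% = zero luminescence signal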
# IEC-6 tox: counter-screen for KLF5 inhibitors: cytotoxicity in IEC-6 cells. AID 1825. IEC-6 cytotoxicity, luminescence viability. inhibition, % at 5 µM. hit rate 0.78% among 290,000; in the data active = inhibition above about 22%;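 note: 0% = plate median of test compound wells and 100% = cytotoxic reference compound wells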
# Platelet DG rel: modulates dense granule release in human platelets; hit rate 0.22% among 300,000; human platelet-rich plasma, SFLLRN dense granule ATP release, luminescence; AID 1663; inhibition, %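 (compounds screened at 7.5 µM in platelet-rich plasma)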;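 active = mean replicate score, as percent of positive control, at or above 50; inconclusive = mean below 50 but at least one replicate at or above 50; inactive = mean and every replicate below 50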
# AI-2 QS modul: modulates the Vibrio harveyi AI-2 quorum sensing system; hit rate 0.4% among 300,000; AID 2094; Vibrio harveyi JMH597 AI-2 luminescence/OD600 ratio, 9 h; stronger effect = lower value; strain lacks LuxN and CqsS sensors; 0 = neutral-control median; activity change, % at 7.5 µM; in the data active = activity change below about -75%, passing the limit was not always enough; inconclusive = no clear call, values can overlap the other calls;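 note: luminescence divided by OD600 gain over 9 h not by final OD600 alone; inactives centre near 13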
# Numbers without * were called inactive; ? = inconclusive; · = no result given.
SMILES,HIF act,HDAC3 inhib,KLF5 inhibitor,HSF1 activator,HSP90 inh,aSyn UTR inh,HSF1 inhib,IEC-6 tox,Platelet DG rel,AI-2 QS modul
COc1ccc(CNC(=S)NNC(=O)c2cc3ccccc3o2)cc1,0.2,3.4,-15.1,9.3,-0.8,-0.2,8.6,-4.6,?,-0.6
Cc1cc(N)n(-c2nc(-c3cccnc3)nc3ccccc23)n1,-0.5,-5.4,1.7,-1.6,-0.8,9.0,2.2,-1.1,4.0,22.0
CCc1cc2cc(C)ccc2nc1SCC(=O)Nc1cc(C)on1,-0.6,-0.2,-9.2,9.5,-0.5,31.1,-1.6,4.1,-4.0,4.8
NC(=O)C1CCN(CC(=O)N2N=CCC2c2ccccc2)CC1 (stereo not drawn),-0.5,2.0,-6.2,5.2,3.4,5.2,-3.6,1.0,3.2,4.5
O=C(O)COc1ccccc1/C=N/NC(=O)CN1CCN(Cc2ccccc2Cl)CC1,-0.2,0.1,-11.0,6.1,-0.8,16.6,-8.4,-2.7,1.9,19.9
C/C=C(/C)C(=O)Nc1cccc(C2=NOC3(C2)C[C@@H](C(N)=O)N(C(=O)C2(C)CC2)C3)c1 (stereo partly drawn),-3.0,-1.6,·,-5.5,·,2.4,-0.8,·,6.2,18.6
Cc1[nH]c(C)c(S(=O)(=O)N(Cc2ccccc2)C(C)C)c1C(=O)N1CCCC1,-0.2,1.1,-4.5,13.2,-0.8,3.7,4.9,-2.9,-9.4,2.8
Cc1ccc(C(C(=O)NC(C)(C)C)N(Cc2ccccc2)C(=O)c2snc(C(N)=O)c2N)o1 (stereo not drawn),-0.9,-4.5,-33.4,6.6,0.6,25.1,10.2,-2.4,-2.9,12.3
Fc1ccc(-c2nc3c(-c4ccc(Cl)cc4)cnn3cc2CCN2CCOCC2)cc1,-1.6,-1.0,-23.1,-55.1,-4.6,10.0,-43.4,-11.3,-2.0,9.4
S=C(Nc1ccc(Cl)cc1)Nc1cccc2cnccc12,1.2,7.8,4.3,61.1*,5.8,-13.5,22.7,8.2,12.5,8.1
COC(C[C@@H]1O[C@H]1[C@H](O)[C@@H](C)OCc1ccccc1)OC,-1.2,-9.9,·,-45.7,·,11.2,-29.0,·,-10.2,4.3
C=CCN1C(=O)c2ccc(C(=O)N3CCN(c4ccccc4OC)CC3)cc2C1=O,-1.1,1.8,·,-9.2,·,2.8,-0.2,·,3.2,14.1
COc1ccc(Cl)cc1NC(=O)COC(=O)CNC(=O)c1ccc([N+](=O)[O-])c(C)c1,0.4,-4.0,-1.0,-7.2,4.5,-13.2,-12.2,-10.7,11.8,-0.3
Cc1ccc(CNC(=O)CNC(=S)N(Cc2ccccc2)Cc2cccnc2)cc1,0.0,8.5,-25.3,6.7,-4.0,24.1,0.5,2.2,-1.8,26.7
CCc1noc(C)c1C(=O)Nc1ccc(C#N)cc1,0.2,1.5,·,-4.6,·,-0.5,0.2,·,7.1,14.5
O=C(O)c1ccccc1NC(c1ccccc1)c1ccc(Cl)cc1 (stereo not drawn),-1.8,0.2,12.0,6.6,-6.2,9.9,1.9,-0.9,5.7,26.7
COCCCNC(=O)CCc1c(C)nc2c(-c3ccc(F)cc3)c(C)nn2c1C,0.7,-4.8,-28.2,2.5,-1.6,7.7,-7.6,2.5,2.6,15.4
C=Cn1c(N2CCOCC2)nc2c1c(=O)[nH]c(=O)n2C,0.2,-4.4,-11.8,-2.7,3.2,9.9,-6.7,4.8,-50.0,14.3
CNC(C)C#Cc1ccc2sc3cccc(OC)c3c(=O)c2c1 (stereo not drawn),-1.8,2.9,-23.2,6.8,-2.4,-35.0,5.0,-2.7,1.4,19.3
COc1ccc(CN2CCN(Cc3ccc(OC)c(OC)c3OC)CC2)cc1,-4.2,2.2,-35.8,36.3,1.8,-4.8,4.0,1.4,1.7,21.1
CCOc1ccc(S(=O)(=O)Nc2ccccc2C(=O)N/N=C/c2c(OC)ccc3ccccc23)cc1,-0.5,3.2,-4.0,11.6,0.7,-37.4,-5.6,-1.1,-28.2,18.4
O=C(CN1C(=O)C2C3C=CC(C3)C2C1=O)Nc1cccc2c1CCCC2 (stereo not drawn),-0.3,1.4,-26.2,0.3,0.5,10.9,-3.8,8.4,-11.9,13.4
CCOC(=O)c1c(NC(=O)CSc2nc3ccccc3c(=O)n2-c2ccc(F)cc2)sc(C(C)=O)c1C,-0.1,2.9,-38.7,-2.5,-3.5,22.4,-4.0,2.4,-1.2,59.8
CN1Cc2c(N3CCOCC3)nc3sc(C(=O)c4ccccc4)c(N)c3c2CC1(C)C,0.3,4.7,-10.9,-4.8,5.5,9.0,-5.4,-3.5,-8.9,16.4
COc1ccc(CNC(=O)c2c(O)c3cccc4c3n(c2=O)CCC4)cc1OC,-0.2,0.9,-30.5,-8.0,-0.8,-5.8,-6.7,1.1,-0.3,4.9
# New compounds follow:
SMILES,HIF act,HDAC3 inhib,KLF5 inhibitor,HSF1 activator,HSP90 inh,aSyn UTR inh,HSF1 inhib,IEC-6 tox,Platelet DG rel,AI-2 QS modul
CCOc1ccc(CCNC(=O)CCc2nc(-c3ccc(OC)cc3)no2)cc1OCC,-0.3,1.9,-15.4,-5.3,1.4,9.0,5.1,7.9,29.3,19.7
COc1ccc(Cc2noc(CN3CCN(Cc4csc(C)n4)CC3)n2)cc1OC,-0.4,-0.4,-19.0,0.4,0.4,-8.1,2.6,3.6,1.1,18.5
CC(C)N1CCN(Cc2ccc(Sc3nncn3C)o2)CC1CCO (stereo not drawn),-0.2,-3.7,3.9,-20.8,1.4,9.3,-4.1,6.5,-5.7,11.2
COc1ccccc1N1CCN(c2cc(=O)n(Cc3ccc(F)cc3)c(=O)[nH]2)CC1,2.5,3.4,9.5,-15.2,0.5,-14.2,-1.0,-3.5,3.7,-15.0
COc1ccc(CNC(=O)CN(Cc2ccco2)C(=O)CCC(=O)Nc2ccccn2)cc1,-0.1,0.2,-12.7,14.1,-0.4,10.7,-11.2,2.9,-6.7,12.5
O=C(COC(=O)c1nc(Cl)ccc1Cl)NCCc1ccccc1,-0.3,-11.8,·,8.1,·,6.6,1.4,·,2.5,1.7
O=C(NCC1COc2ccccc2O1)c1cc2ccccc2o1 (stereo not drawn),0.5,3.5,-27.9,0.9,-1.5,-35.0,4.0,-3.6,1.8,14.2
O=C(C1CCCO1)N1CCN(S(=O)(=O)c2ccc(Br)cc2)CC1 (stereo not drawn),-0.1,1.3,-11.0,3.8,-2.1,-9.9,3.5,6.3,-4.8,26.5
CC(=O)Cn1c2ccccc2n2nc(CCC(=O)O)c(=O)nc12,0.1,-0.5,-2.6,-2.9,3.0,-6.4,-2.1,4.3,0.8,11.2
COc1ccc(NC(=O)CSc2nnc(CNC(=O)c3cccs3)o2)c(OC)c1,0.0,-6.4,11.3,2.8,0.0,11.6,-10.1,-7.3,-2.5,14.5
S=C(NCCc1ccccc1)Nc1ccccc1N1CCOCC1,-0.5,0.9,2.9,1.7,2.0,-2.0,2.7,0.9,1.9,14.0
Oc1nc(Nc2cccc(Cl)c2)sc1/C=C1\C=Nc2ccccc21,0.2,6.0,-10.8,9.1,2.5,-60.5,5.9,1.0,-1.7,35.4
COc1cccc(NC(=O)CSc2nnc3cc(C)nc(N)n23)c1,-1.0,1.7,-9.6,-2.3,-0.6,-24.5,-2.6,-2.5,-1.7,37.7
CCOc1ccc(NC(=O)C2CCN(S(C)(=O)=O)CC2)cc1,-3.5,-3.2,-13.8,0.0,-3.3,5.4,-7.1,-3.9,-1.4,0.1
COCCN(C(=O)CSc1ncc(C(F)(F)F)cc1Cl)c1c(N)n(Cc2ccccc2)c(=O)[nH]c1=O,-1.1,-2.5,7.1,6.1,-5.6,1.6,0.6,-7.3,-5.9,10.0
COc1ccccc1CNC(=O)Cc1ccc(Br)cc1,0.7,2.9,-11.1,19.7,1.4,-19.7,12.8,-0.7,-2.2,7.2
O=C(CCc1ccc(S(=O)(=O)NCCc2ccccc2)cc1)Nc1ccc2c(c1)OCCO2,-0.7,6.7,-12.5,-14.5,-0.9,16.6,-1.1,0.1,-8.8,35.1
C=CCOC(=O)C1=C[C@@H](c2coc3ccccc3c2=O)C[C@@H](OCCCCO)O1,0.5,6.4,·,7.7,·,3.5,-1.6,·,-1.9,-5.4
COc1ccc2nc(SCC(=O)N3CC(=O)Nc4ccccc43)c(C#N)cc2c1,0.0,-0.5,-16.9,5.7,-4.1,33.2,0.0,2.1,-2.9,13.7
Cc1cn(C(=O)c2ccccc2)c(=S)n1-c1ccc(Br)cc1,-0.5,2.7,-18.0,-7.2,2.0,4.8,-3.4,-6.9,2.6,21.1
Cc1c(CC(=O)O)c(=O)oc2cc(OCc3ccc(F)cc3Cl)ccc12,0.2,-19.7,-24.8,-5.4,4.1,5.1,5.0,7.6,-0.7,39.9
C=CCN(Cc1ccc(OC)c(OC)c1)C(=O)N1CCOCC1,0.1,3.2,3.4,5.9,-2.6,9.9,-3.1,3.4,2.0,11.4

# 2 of the compounds above, with tabs:
mol	HIF act	HDAC3 inhib	KLF5 inhibitor	HSF1 activator	HSP90 inh	aSyn UTR inh	HSF1 inhib	IEC-6 tox	Platelet DG rel	AI-2 QS modul
O=C(O)c1ccccc1NC(c1ccccc1)c1ccc(Cl)cc1 (stereo not drawn)	-1.8	0.2	12.0	6.6	-6.2	9.9	1.9	-0.9	5.7	26.7
COc1ccc(NC(=O)CSc2nnc(CNC(=O)c3cccs3)o2)c(OC)c1	0.0	-6.4	11.3	2.8	0.0	11.6	-10.1	-7.3	-2.5	14.5

# Filtered by structure, the compounds so far with fluorine
SMILES,HIF act,HDAC3 inhib,KLF5 inhibitor,HSF1 activator,HSP90 inh,aSyn UTR inh,HSF1 inhib,IEC-6 tox,Platelet DG rel,AI-2 QS modul
Fc1ccc(-c2nc3c(-c4ccc(Cl)cc4)cnn3cc2CCN2CCOCC2)cc1,-1.6,-1.0,-23.1,-55.1,-4.6,10.0,-43.4,-11.3,-2.0,9.4
COCCCNC(=O)CCc1c(C)nc2c(-c3ccc(F)cc3)c(C)nn2c1C,0.7,-4.8,-28.2,2.5,-1.6,7.7,-7.6,2.5,2.6,15.4
CCOC(=O)c1c(NC(=O)CSc2nc3ccccc3c(=O)n2-c2ccc(F)cc2)sc(C(C)=O)c1C,-0.1,2.9,-38.7,-2.5,-3.5,22.4,-4.0,2.4,-1.2,59.8
COc1ccccc1N1CCN(c2cc(=O)n(Cc3ccc(F)cc3)c(=O)[nH]2)CC1,2.5,3.4,9.5,-15.2,0.5,-14.2,-1.0,-3.5,3.7,-15.0
COCCN(C(=O)CSc1ncc(C(F)(F)F)cc1Cl)c1c(N)n(Cc2ccccc2)c(=O)[nH]c1=O,-1.1,-2.5,7.1,6.1,-5.6,1.6,0.6,-7.3,-5.9,10.0
Cc1c(CC(=O)O)c(=O)oc2cc(OCc3ccc(F)cc3Cl)ccc12,0.2,-19.7,-24.8,-5.4,4.1,5.1,5.0,7.6,-0.7,39.9
